Compound activity deposited in PubChem BioAssay by National Center for Advancing Translational Sciences (NCATS).
Tb PYK inh: blocks Trypanosoma brucei pyruvate kinase; Potency, µM (highest dose often 76.8 µM), for inactives: top-dose activity, negative = inhibition, most hits filed as inhibitors; 410,000 tested, 0.12% active; TbPYK enzyme, Kinase-Glo Plus ATP luminescence, 45 min; Q57TT1; also: potency is read from the fitted curve at half-maximal effect; nearly all actives have a fitted effect of over 50% in size
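Enzyme and substrate buffer are dispensed first and compound is pin-transferred. ADP at 130 uM final then starts the reaction, which runs 45 min at room temperature. Detection reagent is added for 10 min before luminescence is imaged.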
AMA1 RON2 block: disrupts binding of P. falciparum AMA1 to RON2. AlphaScreen AMA1-biotinylated RON2 peptide binding. AID 720542. Potency, µM (highest dose often 58.2 µM), without a hit: at the top dose activity change, negative = inhibition, actives largely listed as inhibitors. 360,000 tested, 0.2% active;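 also: potency is read from the fitted curve at half-maximal effect; 0% = vehicle wells and -100% = peptide control; nearly all actives have a fitted effect of over 45% in size; some results filed as inactive show a strong effect at the top dose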
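AMA1 (3D7) with his tag at 25 nM final met compounds first, then biotinylated RON2 peptide at 25 nM; detection used donor plus acceptor beads, 10 µg/mL apiece, read by AlphaScreen after 30 min at room temperature.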
AmpC inh detg: blocks E. coli AmpC beta-lactamase in detergent assay; 370,000 tested, 0.041% active; Potency, µM (series often up to 114 µM), for inactives: top-dose activity change, negative = inhibition, actives largely listed as inhibitors; P00811; AmpC hydrolysis of nitrocefin, absorbance 480 nm, 0.01% Triton;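 also: potency is read from the fitted curve at half-maximal effect; 0% = no-compound wells and -100% = no-enzyme wells; nearly all actives have a fitted effect of over 25% in size; some results filed as inactive show a strong effect at the top dose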
Target sequence (P00811 whole entry, looked up): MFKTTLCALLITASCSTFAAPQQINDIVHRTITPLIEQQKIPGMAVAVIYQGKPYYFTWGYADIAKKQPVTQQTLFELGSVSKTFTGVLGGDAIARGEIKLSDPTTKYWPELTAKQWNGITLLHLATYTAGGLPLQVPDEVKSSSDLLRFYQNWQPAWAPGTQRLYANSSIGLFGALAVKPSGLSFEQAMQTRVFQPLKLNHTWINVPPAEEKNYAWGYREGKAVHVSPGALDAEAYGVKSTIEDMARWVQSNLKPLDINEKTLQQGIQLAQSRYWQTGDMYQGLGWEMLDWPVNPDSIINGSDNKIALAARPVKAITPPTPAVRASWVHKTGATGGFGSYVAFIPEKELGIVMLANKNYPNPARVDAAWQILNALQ
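AmpC (5.3 nM in the dispensed reagent) in 20 mM phosphate pH 7.0 with 0.01% (detergent screen) or 0.0001% Triton X-100 was preincubated with compounds for 15 min at room temperature. Nitrocefin was then added from an 800 uM solution, and hydrolysis was followed at 480 nm.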
HCMV antiviral: blocks human cytomegalovirus replication | HFF cells, HCMV-luciferase reporter, 72 h; active compounds read low | 410,000 tested, 4.5% active | activity change, negative = inhibition, % at 57.5 µM | AID 1259415; in the data active = activity change below about -60%; inconclusive = no clear call, values can overlap the other calls; inactive = above about -39%
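Screen run at 2 compound doses on HFFs infected with reporter HCMV, MOI 1 PFU/cell. Luciferase activity from cell lysates at 72 h post infection gave inhibition relative to buffer-only and Salinomycin wells.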
HCV inh: inhibitors of hepatitis C virus infection; Huh7.5.1 HCVcc-Cre infection, luciferase reporter, 44 h; AID 651820; 340,000 tested, 3.4% active; Potency, µM (top dose mostly 41.8 µM), for inactives: at the top dose activity change, negative = inhibition, actives largely listed as inhibitors; also: potency is read from the fitted curve at half-maximal effect
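1,000 cells/well; 4 h culture; + compound; + HCVcc-Cre (~0.5 moi); 44 h; luciferase substrate, RT 15 min; read 15 sec.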
LmPK inhibitor: LmPK (Leishmania mexicana) enzyme inhibition; Q27686; 290,000 tested, 0.37% active; purified LmPK, Kinase-Glo ATP luminescence, 1 h; AID 1721; Potency, µM (series often up to 57.5 µM), for inactives: at the top dose activity change, negative = inhibition, most hits filed as inhibitors; also: potency is read from the fitted curve at half-maximal effect
Target sequence (Q27686 whole entry, looked up): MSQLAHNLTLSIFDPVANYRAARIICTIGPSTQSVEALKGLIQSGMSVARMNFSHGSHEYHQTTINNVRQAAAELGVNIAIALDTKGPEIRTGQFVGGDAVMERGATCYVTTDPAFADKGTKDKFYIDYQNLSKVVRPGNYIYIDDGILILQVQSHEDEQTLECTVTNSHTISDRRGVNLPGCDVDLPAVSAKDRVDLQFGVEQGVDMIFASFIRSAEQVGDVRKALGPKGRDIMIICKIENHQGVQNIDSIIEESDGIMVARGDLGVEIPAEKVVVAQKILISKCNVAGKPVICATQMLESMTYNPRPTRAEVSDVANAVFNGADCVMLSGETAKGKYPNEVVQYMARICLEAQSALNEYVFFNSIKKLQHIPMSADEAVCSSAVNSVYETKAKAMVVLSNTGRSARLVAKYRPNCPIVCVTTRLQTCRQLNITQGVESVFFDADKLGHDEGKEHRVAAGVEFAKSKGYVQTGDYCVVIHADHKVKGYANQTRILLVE
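ATP generated from ADP (0.1 mM) and PEP (0.5 mM) by 0.1 nM LmPK over 1 h at room temperature (pH 7.2 imidazole buffer) was detected by coupled luciferase luminescence. Values were normalized to uninhibited and no-enzyme wells.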
AmpC inh no detg: inhibitors of E. coli AmpC beta-lactamase without detergent; P00811; AmpC nitrocefin hydrolysis, absorbance 480 nm, 0.0001% Triton; Potency, µM (titrated, usually from 57.1 µM), without a hit: at the top dose activity change, negative = inhibition, actives largely listed as inhibitors; 330,000 tested, 0.52% active; AID 485341;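 also: potency is read from the fitted curve at half-maximal effect; plate controls were no compound for no effect and no enzyme for full effect; nearly all actives have a fitted effect of over 20% in size; some results filed as inactive show a strong effect at the top dose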
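20 mM phosphate pH 7.0 + 0.01% (detergent screen) or 0.0001% Triton X-100; 5.3 nM AmpC reagent; cpd preinc 15 min RT; nitrocefin (800 uM stock) to start; A480 q20 s × 4 min; Activity was normalised to no-enzyme and no-compound control wells.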
* marks the source's active call; other numbers are inactive results; ? = inconclusive; nt = not tested or not shown; & = joins results of further samples; [ ] = remark or other dose. Unless noted, calls follow the shape of the dose curve; as a rule, active = well fitted curve in the direction sought with a large enough effect; inconclusive = small, poorly fitted or top-dose-only effect, or another doubt; inactive = no such curve, though single readings can be large; an effect the other way counts as inactive or inconclusive. Unless noted, % is scaled to controls: 0 for no effect and ±100 for the full control effect.

Screens in order – Tb PYK inh | AMA1 RON2 block | AmpC inh detg | HCMV antiviral | HCV inh | LmPK inhibitor | AmpC inh no detg
[1] CCCCOc1ccc(-c2nnc(-c3ccncc3)o2)cc1
→ 1% | -1% | -9% | 36 | ? | -6% | -4%
[2] CC(C)C(NC(=O)c1ccccc1F)C(=O)NCCc1ccccn1 (configuration not stated)
→ 0% | -3% | -2% | 1 | 16% | -2% | -15%
[3] O=C(NCCc1ccccc1)C1=CCN(S(=O)(=O)c2ccccc2)CC1
→ -5% | 0% | 0% | -20 | 14% | 7% | 0%
[4] CCOC(=O)c1ccccc1OC(=O)CS(=O)c1ccccc1[N+](=O)[O-] (configuration not stated)
→ -15% | 4% | 2% | -10 | 14% | -3% | -3%
[5] CCOC(=O)c1c(C)[nH]c(CCC(=O)Nc2ccc(C)c(F)c2)c1C
→ 1% | nt | 0% | -26 | nt | nt | nt
[6] O=C1C=C(c2ccc3[nH]ccc3c2)C[C@@H](c2ccc(F)cc2)C1
→ 4% | -19% | 9% | 22 | ? | nt | -19%
[7] COC(CNC(=O)c1cc(-c2ccncc2)nc2ccc(S(=O)(=O)N3CCOCC3)cc12)OC
→ -3% | -5% | -2% | -20 | -3% | 6% | 45%
[8] CSc1ccc(CCNC(=O)c2ccc(CS(=O)Cc3ccc(Cl)cc3)o2)cc1 (configuration not stated)
→ -2%&-2% | 4% | 3%&-8% | -31&-36 | ? | -2% | 113%[activator]
[9] O=C(O)c1ccc(NC(=O)c2cn(-c3ccccc3)nc2-c2ccccc2)cc1
→ -7% | 0% | -7% | 23 | 12% | 1% | -24%
[10] CC1=C(C(=O)N(C)C)CC(CC(=O)NCCc2ccccn2)C(=O)N1Cc1ccccc1 (configuration not stated)
→ 0% | 93%[activator] | nt | 18 | nt | nt | nt
[11] COc1ccc(NC(=O)Nc2nc3ccccc3s2)cc1
→ -6% | -2% | 0% | 139 | -8% | 7% | -44%
[12] COc1ccc(/C=N/NC(=O)c2c(C)nnn2-c2nonc2N)cc1OC
→ 1% | -3% | 3% | ? | ? | -4% | 3%
[13] Fc1ccc(Br)cc1C1C=C(c2ccc(Br)s2)Nc2ncnn21 (configuration not stated)
→ 1% | 32%[activator] | 1% | nt | ? | -1% | -41%
[14] O=C(COC(=O)C1CC1)Nc1ccc(S(=O)(=O)N2CCOCC2)cc1
→ -22% | -21% | nt | 31 | 13% | nt | -18%
[15] Cn1c(=O)c2c(ncn2CC(=O)Nc2cccc(S(=O)(=O)Nc3ccccc3F)c2)n(C)c1=O
→ -3% | -22% | -1% | 21 | -8% | 5% | -22%
[16] C=CCC[C@H](Cc1ccc(F)cc1)C(=O)OC[C@H](C)NC(=O)[C@@H](CC=C)CC(=O)N[C@H](CO)Cc1ccccc1
→ -10% | -2% | nt | -22 | ? | nt | 30%
[17] O=C(NCCCn1ccnc1)/C(=C\c1ccc(Br)cc1)NC(=O)c1ccccc1
→ -25% | 7% | 1% | 7 | 7% | -10% | 52%
[18] Nc1ccc(C=C2C=Cc3ccccc32)cc1
→ -7% | ? | nt | -16 | ? | nt | nt
[19] CCn1c(=O)c2sccc2n2c(CCCC(=O)NC3CCN(Cc4ccccc4)CC3)nnc12
→ -6% | -12% | 3% | -13 | 3% | -1% | -3%
[20] CNC(=O)C(=O)Nc1c(C)cc(C)cc1C
→ 22% | 6% | -2% | 27 | 28% | 0% | -1%
[21] COc1ccc(C(=O)NNC(=O)C(=O)NC2CCCCC2)cc1
→ -1% | 58%[activator] | 0% | -33 | 5% | 0% | -12%
[22] CC(=O)Nc1ccc(S(=O)(=O)NNC(=O)c2ccc(C)cc2)cc1
→ 3% | -18% | -8% | -24 | 7% | -5% | -9%
[23] CN(C)CCCN(C(=O)c1ccc(S(=O)(=O)N2CCc3ccccc32)cc1)c1nc2c(Cl)cccc2s1
→ -9% | 0% | -3% | -4 | -27% | -10% | 147%[activator]
[24] CC(C)(C)OC(=O)NCCCCCC(=O)N/N=C/c1coc2ccccc2c1=O
→ -2% | 68%[activator] | ? | 0 | 3% | -8% | -18%
[25] CC(C)[C@H](NC(=O)N1CCn2c1nc1ccccc12)C(=O)NCCc1ccccc1
→ -1% | 37%[activator] | -4% | 28 | -1% | 6% | 155%[activator]
[26] c1csc(-c2csc3nc(CN4CCOCC4)nc(NCc4ccc5c(c4)OCO5)c23)c1
→ 0% | -29% | -6% | -23 | ? | 3% | 151%[activator]
[27] Cc1cc2sc3nc(=O)n(-c4ccccc4)c(=O)n3c2cc1C
→ -4% | 17% | -6% | 28 | -14% | -9% | -16%
[28] CCc1cc2cc(C)c(C)cc2nc1SCC(=O)NNC(=O)c1ccco1
→ 0% | 28% | ? | -14 | -14% | 7% | -10%
[29] CCCCN(C(=O)c1ccc2c(c1)OCCO2)c1c(N)n(CCCC)c(=O)[nH]c1=O
→ -7% | 33%[activator] | ? | -18 | 2% | nt | -14%
[30] Cc1nn(Cc2ccccc2Cl)c(C)c1NC(=O)Cn1nc([N+](=O)[O-])c(Cl)c1C
→ -2% | 7% | ? | -36 | 15% | -4% | 4%

(listing goes on)
Screens in order – Tb PYK inh | AMA1 RON2 block | AmpC inh detg | HCMV antiviral | HCV inh | LmPK inhibitor | AmpC inh no detg
[31] CCOc1ccc(CN2CCc3nc(Nc4ccc5c(c4)OCCO5)ncc3C2)cc1
→ -9% | nt | -5% | 35 | nt | nt | nt
[32] Cc1ccc2c(=O)cc(C(=O)Nc3c(C)n(C)n(-c4ccccc4)c3=O)oc2c1C
→ 0% | nt | 11% | 9 | nt | nt | nt
[33] COC(=O)c1ccc(NC(=O)C2CCCN2S(=O)(=O)c2ccc(OC)cc2)cc1 (configuration not stated)
→ 0% | 0% | 1% | -30 | 10%&6% | 8% | -23%
[34] Cc1c(C)n(Cc2ccc(F)cc2)c2ccc(C(=O)N3CCN(c4ccc(Cl)cc4)CC3)cc12
→ -2%[15.4 µM] | nt | 7% | 0 | nt | nt | nt
[35] Cc1ccccc1-c1ccccc1N
→ -5% | -28% | -9% | 10 | 6% | -4% | -19%
[36] Cc1ccc(CN2CCN(/N=C/c3ccc(C)s3)CC2)cc1
→ -10% | 25µM* | ? | -7 | 4% | -2% | -29%
[37] COc1cc(CNCCc2ccccc2)cc(Cl)c1OCc1ccccc1
→ 3% | -9% | 2% | -16 | ? | 3% | 20%
[38] COc1cc(C2c3c(oc4ccccc4c3=O)C(=O)N2c2ccc(C)cn2)ccc1O (configuration not stated)
→ -6% | 5% | -1% | ? | 5%&0% | 6% | 46%
[39] O=C(NCc1n[nH]c(=S)n1-c1cccc(Cl)c1)c1ccc(S(=O)(=O)N2CCCCC2)cc1
→ ? | 38%[activator] | 3% | -7 | -7% | 12% | -21%
[40] CN(Cc1ccccc1)C(=O)COC(=O)C1CCN(S(=O)(=O)c2cccs2)CC1
→ -5% | -8% | -12% | 6 | -2% | 3% | 72%[activator]
[41] CCc1cc2ccccc2nc1SCC(=O)N1CCN(C(=O)c2ccco2)CC1
→ 2% | -2% | ? | -25 | -6% | 2% | 71%[activator]
[42] CC(C)CCN(CCC(C)C)C(CO)(CO)CO
→ 1% | 22% | 2% | -19 | 0% | 5% | -8%
[43] CCOC(=O)c1cc2c(=O)n3cccc(C)c3nc2n(CCOC)c1=NC(C)=O
→ -9% | -11% | -8% | -12 | -26% | -4% | 23%
[44] C[C@@H](NC(=O)c1nc[nH]c1C(=O)N[C@@H](Cc1ccccc1)C(=O)OCc1ccccc1)c1ccccc1
→ -6% | 86%[activator] | 11% | 46 | -3% | 0% | -17%
[45] CCN1CCN(CC(O)COc2ccc(C(C)=O)cc2)CC1 (configuration not stated)
→ -5% | 8% | ? | -7 | 12% | -3% | -8%
[46] Cc1c(C(=O)N2CCCCC2)nn(-c2ccc(Cl)cc2)c(=O)c1C#N
→ 3% | 2% | 5% | -6 | -15% | -7% | 2%
[47] CCCCn1c(N)c(N(CCOC)C(=O)c2cc(-c3ccco3)nc3ccccc23)c(=O)[nH]c1=O
→ -8% | -11% | ? | nt | -20%[8.37 µM] | nt | -14%
[48] O=C(c1ccc2c(c1)N(Cc1ccccc1F)C(=O)c1ccccc1S2(=O)=O)N1CCCCC1
→ 6% | nt | 16% | -25 | nt | nt | nt
[49] Cc1cccc(C)c1Nc1c(-c2ccsc2)nc2ccccn12
→ -4% | nt | 7% | -22 | nt | nt | nt
[50] c1ccc(COc2cccc(CNCc3ccccn3)c2)cc1
→ -1% | 17% | -2% | -37 | -20% | -2% | 8%
[51] CC(=O)Nc1nc(NCc2ccccc2Cl)n(-c2ccccc2)n1
→ 1% | -3% | -1% | 10 | -1% | 3% | -13%
[52] COc1ccc(-c2cnnc(N/N=C/c3ccc(O)cc3)n2)cc1
→ 2% | 19% | -9% | -71* | -12% | -2% | -13%
[53] Cc1ccc(NC(=O)O/N=C/c2c(C)nn(C(C)(C)C)c2C)cc1Cl
→ 2% | -4% | 2% | -86* | -10% | -1% | 12%
[54] CCOc1ccc(CCNC(=O)c2nn(C)c3c2CSc2ccc(C)cc2-3)cc1OCC
→ 5% | nt | 4% | -32 | nt | nt | nt
[55] N#CC(C#N)=C(Nc1ccc(F)cc1)SCc1cccc(F)c1
→ -7% | -7% | -5% | -99* | 10µM* | 4% | -43%
[56] CN1CCc2nc(SCCOc3ccccc3)c(C#N)cc2C1
→ -8% | -1% | -5% | 0 | 3.5µM* | 4% | 42%
[57] CC(C)Cn1nc(NC(=O)c2ccco2)c2cc3ccccc3nc21
→ 5% | 1% | 9% | -16 | ? | 0% | 0%
[58] O=C(Nc1ccc2c(c1)OCO2)c1cnc(Cl)c(Cl)c1
→ -1% | -27% | -15% | 56 | -10% | nt | -36%
[59] Cc1c(Cl)cccc1NC(=O)CC(Cc1ccccc1)C(=O)O (configuration not stated)
→ -16% | 15% | -4% | -25 | 40%[activator] | 2% | -17%
[60] CCCc1cc(=O)oc2cc(OCC(=O)Nc3cc(C)on3)ccc12
→ -9% | 15% | -7% | -6 | 9% | 0% | -16%
[61] CS(=O)(=O)NCC(c1cccnc1)N1CCN(c2ccccc2F)CC1 (configuration not stated)
→ 5% | -2% | 1% | -22 | 13% | 5% | -10%

Gathered by group: the entries above with a COOH group (two)
Screens in order – Tb PYK inh | AMA1 RON2 block | AmpC inh detg | HCMV antiviral | HCV inh | LmPK inhibitor | AmpC inh no detg
[9] O=C(O)c1ccc(NC(=O)c2cn(-c3ccccc3)nc2-c2ccccc2)cc1
→ -7% | 0% | -7% | 23 | 12% | 1% | -24%
[59] Cc1c(Cl)cccc1NC(=O)CC(Cc1ccccc1)C(=O)O (configuration not stated)
→ -16% | 15% | -4% | -25 | 40%[activator] | 2% | -17%
